High-throughput results: PubChem, National Center for Advancing Translational Sciences (NCATS)
Mm-Cpn inhibitor – Inhibitors of TCP-1 ring complex (TRiC) of Methanococcus maripaludis (MmCpn): qHTS | Potency, µM (series often up to 76.9 µM), for inactives: at the highest dose activity, negative = inhibition, actives largely listed as inhibitors | Chaperonin Mm-Cpn (Methanococcus maripaludis) | 330,000 tested, 0.031% active | purified Mm-Cpn ATPase, ADP Transcreener TR-FRET; note: potency is the fitted concentration of half-maximal effect; % is set by controls: 0 for no effect and ±100 for the full control effect; nearly all actives have a fitted effect of over 80% in size
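Inhibition of chaperonin ATP hydrolysis is measured as reduced ADP production, detected by competitive TR-FRET in which signal falls with ADP. Final enzyme 25 nM and ATP 10 uM, reacted 30 min at 37°C.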
A549 tox – Nrf2 qHTS screen for inhibitors: counterscreen for cytotoxicity; A549 ARE-Fluc cells, CellTiter-Fluor viability, 18-24 h; Potency, µM (series often up to 46 µM), inactives show top-dose activity change, negative = cytotoxicity, hits mostly inhibitors; 390,000 tested, 0.16% active; note: potency is the fitted concentration of half-maximal effect; % is set by controls: 0 for no effect and ±100 for the full control effect
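Cytotoxicity counterscreen: CellTiter-Fluor fluorescence was measured in A549 ARE_Fluc cells after 18-24 h of compound exposure in a concentration series. The subsequent BugLite luminescent read reports ARE-luciferase activity.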
Abeta rescue – qHTS for compounds that reverse cellular toxicity of Amyloid beta (A-beta) peptide in yeast: Primary Screen | Potency, µM (top dose mostly 46.1 µM), without a hit: at the highest dose growth rescue, actives largely listed as activators | yeast expressing A-beta42, growth rescue, OD600, 48 h; response scale: 0% DMSO, 100% iron-clioquinol control | AID 1347071, 2019 | 410,000 tested, 0.063% active; note: potency is the fitted concentration of half-maximal effect; nearly all actives have a fitted effect of over 55% in size
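Yeast growth medium received pinned compounds, then yeast cells expressing toxic A-beta were added; plates incubated at 30 C for 48 hr. Growth read as absorbance at 600 nm, normalized to DMSO and equimolar FeCl3 plus clioquinol controls.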
pAkt inh – HTS Assay for Inhibitors of Akt Phophorylation: Primary Screen. AID 651550, 2012. Neuro2A IGF-stimulated pAkt S473 HTRF, 20 min; stronger effect = lower value. 360,000 tested, 0.32% active. activity change, % for hits at 50 µM; in the data active = activity change below about -80%; inconclusive = mostly about -51% to -80%; note: % is set by controls: 0 for no effect and ±100 for the full control effect
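Neuro2A cells in DMEM with 0.5% FBS, overnight at 37 deg C, given compound at single 50 µM final, then IGF (6 nM final) for 20 min at 37 deg C. Lysed; phospho-Akt Ser473 by HTRF after 24 h, 665/615 ratio.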
CCT modulator – High-Throughput Screening for Modulators of Cytosolic Chaperonin Activity. activity change, % (no concentration beside the values), hits read low. purified chaperonin ATPase assay, HTRF ADP detection, 30 min. 360,000 tested, 0.3% active; in the data active = activity change below about -30%; note: % is set by controls: 0 for no effect and ±100 for the full control effect
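ATPase activity: ADP formed was measured by HTRF Transcreener (665/615 nm ratio) after 30 min at 37 deg C with 10 uM ATP. Compounds screened at one 76 uM concentration against 40 or 20 nM TRiC in Tris pH 7.4/KCl/MgCl2/DTT buffer.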
TGFb inhibitor – qHTS for Inhibitors of TGF-b; Potency, µM (titrated, usually from 46.1 µM), for the others: at the top dose activity, negative = inhibition, hits mostly inhibitors; 410,000 tested, 1.2% active; HepG2 CAGA-GFP TGF-b/SMAD3 reporter, GFP fluorescence, 18 h; TGF-beta stimulated, 500 pg/mL final; AID 588855, 2011; note: potency is the fitted concentration of half-maximal effect; % is set by controls: 0 for no effect and ±100 for the full control effect; nearly all actives have a fitted effect of over 65% in size
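HEPG2 CAGA-GFP reporter cells (1000/well, DMEM with 1% FBS) received compounds, then recombinant TGF-beta at 500 pg/mL final for 18 hours at 37 degrees C. Per-cell GFP summed per well was normalised to unstimulated and stimulated DMSO controls before curve fitting.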
Nrf2 ARE act – qHTS of Nrf2 Activators; Potency, µM (doses to about 46.1 µM), without a hit: top-dose activation, usual class: activators; AREc32 ARE-luciferase reporter (MCF7-derived line), luminescence, 24 h; AID 624171, 2012; 410,000 tested, 0.31% active; note: potency is the fitted concentration of half-maximal effect; % of control where 0% means no effect; nearly all actives have a fitted effect of over 65% in size
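ARE activation measured as luciferase luminescence (Steady-Glo, 30 min RT) in AREc32_Fluc cells after 24 hr compound exposure at 37 deg C, 5% CO2; cells seeded overnight at 1000/well in OPTI-MEM, 5% FBS.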
Nrf2 block – Nrf2 qHTS screen for inhibitors; A549 ARE-Fluc reporter, luciferase luminescence, 18-24 h; Potency, µM (series often up to 46 µM), for the others: at the highest dose activity change, negative = inhibition, actives largely listed as inhibitors; 360,000 tested, 2.1% active; AID 504444, 2011; note: potency is the fitted concentration of half-maximal effect; % is set by controls: 0 for no effect and ±100 for the full control effect; nearly all actives have a fitted effect of over 60% in size
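Nrf2 function is reported as luminescence of an ARE-controlled luciferase in A549 cells. Compounds were tested at several concentrations, and a CellTiter-Fluor read on the same wells flagged cytotoxicity.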
HepG2 tox – qHTS for Inhibitors of TGF-b: Cytotox Counterscreen; Potency, µM (titrated, usually from 46.1 µM), for inactives: top-dose activity change, negative = cytotoxicity, actives largely listed as cytotoxic; 410,000 tested, 0.76% active; HepG2 CAGA-GFP viability, ATP luminescence, 18 h; AID 588856, 2011; note: potency is the fitted concentration of half-maximal effect; some results filed as inactive show a strong effect at the top dose
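CellTiter-Glo luminescence gave cytotoxicity after 18 hours at 37 degrees C. The cells were HepG2 CAGA-GFP in 1% FBS DMEM, stimulated with 500 pg/mL TGF-beta after compound addition. %Activity was normalised to no-cell wells (complete cell-killing) and DMSO (no toxicity), and curves were fitted and classified.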
* marks the source's active call; other numbers are inactive results; i = inactive; ? = inconclusive; · = no result given; [ ] = remark or other dose. Unless noted, calls come from the whole dose curve; as a rule, active = well fitted curve in the direction sought with a large enough effect; inconclusive = small, poorly fitted or top-dose-only effect, or another doubt; inactive = no such curve, though single readings can be large; an effect the other way counts as inactive or inconclusive.

SMILES | Mm-Cpn inhibitor | A549 tox | Abeta rescue | pAkt inh | CCT modulator | TGFb inhibitor | Nrf2 ARE act | Nrf2 block | HepG2 tox
Cn1c(=O)c2[nH]c(Cc3cccc4ccccc34)nc2n(C)c1=O | · | -8.0% | -8.4% | i | -0.1 | 23.3% | 3.0% | 20.6µM* | -0.1%
COc1ccc(-c2csc(Nc3ccccc3)[n+]2Cc2ccccc2)cc1 | -20.2% | 0.0% | ? | i | -0.5 | ? | 4.3% | 0.0% | -72.7%
COc1ccc(CNC(=O)C2CCCN(c3nn4c(=O)cc(C)nc4s3)C2)cc1 (stereo not given) | -0.6% | 1.3% | · | i | -1.6 | 11.6% | 0.3% | -13.7% | -5.9%
Cc1ccc(N(CC(=O)Nc2cc(C)ccc2C)S(=O)(=O)c2c(C)noc2C)cc1 | · | 1.0% | 5.9% | · | · | ? | 0.0% | -11.4% | -29.8%
COc1ccc(-c2coc3c(C(=O)NCc4cccc(Cl)c4)cccc23)c(C)c1 | · | · | -4.7% | i | -1.3 | -26.3% | 0.2% | · | -22.2%
COc1ccc(CCNC(=O)C(=O)NCc2ccc(C)cc2)cc1OC | 2.3% | -5.1% | 4.4% | i | -0.6 | 1.0% | 0.3% | -7.8% | -8.0%
CCCc1nc2sc3c(N4CCCCC4)ncnc3c2c2c1CCCC2 | · | 3.1% | 4.9% | · | · | 2.3% | -0.5% | 10.0% | 2.2%
COc1cccc(CCNC(=O)c2cc(COc3ccc(C)c(C)c3)on2)c1OC | · | · | 0.5% | i | -0.6 | -18.6% | 9.1% | · | -29.7%
CCN(CC)CCN(C(=O)c1ccc(S(=O)(=O)N(C)C2CCCCC2)cc1)c1nc2ccc(OC)cc2s1 | -0.7% | -0.6% | 6.8% | i | 0.0 | 3.1% | 0.8% | ? | -10.1%
Cc1cccc(NC(=S)NC(=O)CC2CC(C)(C)OC2=O)c1 (stereo not given) | -0.8% | 4.8% | 5.1% | i | 1.8 | -4.1% | -0.5% | 0.4% | 6.8%
O=C(Nc1ccc(Cc2ccncc2)cc1)C1CCC(N2C(=O)C3CC=CCC3C2=O)CC1 (stereo not given) | -1.7% | -4.2% | 0.4% | i | 0.5 | -11.8% | 2.1% | -24.6% | -39.6%
COc1ccc(-c2csc(NC(=O)Cn3nc(C)cc3C)n2)cc1 | 1.2% | -7.3% | 17.5% | i | -1.3 | -4.8% | -0.2% | 7.0% | -23.4%
COc1ccc2c(c1)CCc1c(C(=O)Nc3ccn(Cc4ccc(C)cc4)n3)noc1-2 | 0.9% | -25.2% | 2.9% | i | -2.5 | -16.8% | -0.3% | 16.4µM* | -38.7%
CN(C(=O)CSc1nc2cc([N+](=O)[O-])ccc2n1-c1ccc(F)cc1)C1CCS(=O)(=O)C1 (stereo not given) | -0.5% | 0.4% | 4.9% | i | -2.9 | -13.0% | 0.0% | -16.7% | -33.4%
CCCCc1nn2c(=O)cc(COC(=O)c3ccccc3NC(=O)c3ccccc3OC)nc2s1 | · | 6.5% | -12.8% | · | · | -1.5% | 2.1% | · | -17.5%
CCOC(=O)N1CCN(C(=O)CCSCCc2ccncc2)CC1 | -0.2% | -12.7% | 6.8% | i | -1.3 | -5.2% | 0.6% | ? | -19.0%
CCC(C)NC(=O)Cn1ccc2cc(S(=O)(=O)N3CCCCC3)ccc21 (stereo not given) | · | 2.3% | -7.1% | · | · | -8.2% | -0.9% | · | -5.7%
O=C(NCC(c1ccco1)N1CCN(c2ccccc2F)CC1)C(=O)NC1CC1 (stereo not given) | -0.5% | -4.1% | 2.0% | i | -1.6 | 0.0% | -1.0% | -4.4% | 0.3%
COc1ccccc1/C=C1\SC(=S)N(CCC(=O)N2CCN(C)CC2)C1=O | 4.8% | ? | -27.7% | i | -4.1 | ? | ? | ? | -16.1%
CC1CCCCN1c1nnc(NC(=O)Nc2ccccc2F)s1 (stereo not given) | · | -24.7% | -7.0% | · | · | -10.5% | -0.7% | 20.6µM* | -13.4%

Reprinted from the part before: three compounds, then new ones.
SMILES | Mm-Cpn inhibitor | A549 tox | Abeta rescue | pAkt inh | CCT modulator | TGFb inhibitor | Nrf2 ARE act | Nrf2 block | HepG2 tox
O=C(NCC(c1ccco1)N1CCN(c2ccccc2F)CC1)C(=O)NC1CC1 (stereo not given) | -0.5% | -4.1% | 2.0% | i | -1.6 | 0.0% | -1.0% | -4.4% | 0.3%
COc1ccccc1/C=C1\SC(=S)N(CCC(=O)N2CCN(C)CC2)C1=O | 4.8% | ? | -27.7% | i | -4.1 | ? | ? | ? | -16.1%
CC1CCCCN1c1nnc(NC(=O)Nc2ccccc2F)s1 (stereo not given) | · | -24.7% | -7.0% | · | · | -10.5% | -0.7% | 20.6µM* | -13.4%
N#C/C(=C/c1ccc(N2CCOCC2)o1)c1ccc(Cl)cc1 | -2.4% | ? | -40.5%[inhibitor] | i | -3.4 | 57.8%[activator] | 12.6µM* | ? | -60.4%
COc1ccc(CC(=O)Nc2ccc(C(C)=O)cc2)cc1 | 1.9% | 1.8% | 6.6% | i | -1.8 | -5.9% | 6.1% | 1.5% | -26.1%
Cc1sc2ccc3sccc3c2[n+]1C | 1.5% | 0.6% | 6.0% | i | -4.5 | -20.7% | 3.2% | -1.3% | -23.6%
CCN(CC)S(=O)(=O)c1ccc(NC(=O)COc2c(OC)cccc2OC)cc1 | 0.8% | -11.5% | 12.6% | i | -5.8 | 0.4% | -0.3% | ? | 6.0%
COc1ccc(CN2CCN(C(C)C(=O)N(C)Cc3cccc(F)c3)CC2)cc1OC (stereo not given) | -1.7% | 8.5% | -17.8% | i | -1.5 | -20.2% | -0.6% | ? | -16.4%
CC1=C(C(=O)NCc2ccccc2F)C2(CCCCC2)OC1=O | · | 13.2% | -9.6% | · | · | 3.3% | 0.1% | ? | -40.3%
Cc1ccc(C)c(N2CCN(S(=O)(=O)c3ccc4[nH]c(=O)c(=O)[nH]c4c3)CC2)c1 | 1.6% | ? | 24.2% | i | -0.6 | 7.4% | 0.1% | -21.9% | -2.7%
O=C(c1ccc(N2C(=O)C3C4c5ccccc5C(c5ccccc54)C3C2=O)cc1)N1CCOCC1 (stereo not given) | 0.4% | 7.3% | 17.1% | i | -1.1 | 15.6% | 0.2% | -16.3% | -2.1%
C[n+]1ccccc1/C=C/c1cc(Br)ccc1O | -2.9% | -9.0% | -30.7% | i | -2.2 | 19.4% | ? | ? | -18.7%
C(=N\N1CCN(Cc2ccccc2)CC1)/c1ccc(-c2ccccc2)cc1 | 1.2% | 11.7% | 5.4% | i | 2.2 | -3.0% | 0.3% | 11.6% | -23.0%
S=C(NCCc1ccccc1)N/N=C/c1cccs1 | · | 13.9% | ? | i | 0.3 | ? | 3.6% | 2.1% | -23.4%
Cc1cccc(C)c1OCC(=O)N/N=C/c1cccnc1 | -0.3% | 8.4% | -11.0% | i | -2.9 | -2.9% | 2.1% | -1.2% | -10.7%
CCC(O)c1cnc(OCc2ccccc2)nc1OCc1ccccc1 (stereo not given) | · | · | 1.4% | i | -1.0 | ? | -0.3% | · | 14.1µM*
COc1cccc(NC(=O)C(=O)c2cn(CC(=O)N3CCCC3)c3ccccc23)c1 | -1.2% | -6.8% | 0.2% | i | 1.0 | 3.2% | 0.0% | -7.1% | -2.8%
COc1ccc2nc(C)cc(SCC(=O)NNC(=O)COc3ccccc3)c2c1 | -1.9% | 11.2% | -20.3% | i | -4.9 | -3.8% | 0.7% | -16.0% | -0.8%
CC1CCN(C2CCN(C(=O)c3ccccc3F)CC2)CC1 | 0.8% | 5.0% | -18.1% | i | 0.0 | -9.3% | 0.3% | 7.8% | 11.2µM*
CCCCN1C(=O)c2ccc(C(=O)NC3=NCCS3)cc2C1=O | 1.3% | 1.2% | -11.6% | i | -0.2 | 17.6% | 0.6% | · | -51.8%
Cn1nnnc1Sc1ncnc2scc(-c3ccc(Br)cc3)c12 | -18.5% | ? | -24.9% | · | · | ? | -3.5% | ? | 15.8µM*
c1ccc2[nH]c(-c3nc4ccccc4[nH]3)nc2c1 | 0.9% | -18.5% | -22.1% | i | -0.5 | -16.5% | 5.0% | ? | 10µM*
COc1ccc2cc(C(=O)/C=C/c3cc(OC)c(O)c(OC)c3)ccc2c1 | -4.7% | -6.6% | -9.8% | i | 0.2 | ? | ? | ? | 17.8µM*

A different layout for part of the listing above:
molecule	Mm-Cpn inhibitor	A549 tox	Abeta rescue	pAkt inh	CCT modulator	TGFb inhibitor	Nrf2 ARE act	Nrf2 block	HepG2 tox
CN(C(=O)CSc1nc2cc([N+](=O)[O-])ccc2n1-c1ccc(F)cc1)C1CCS(=O)(=O)C1 (stereo not given)	-0.5%	0.4%	4.9%	i	-2.9	-13.0%	0.0%	-16.7%	-33.4%
COc1ccc(CCNC(=O)C(=O)NCc2ccc(C)cc2)cc1OC	2.3%	-5.1%	4.4%	i	-0.6	1.0%	0.3%	-7.8%	-8.0%
Cn1nnnc1Sc1ncnc2scc(-c3ccc(Br)cc3)c12	-18.5%	?	-24.9%	·	·	?	-3.5%	?	15.8µM*

Outcome played no part in choosing rows; overall some 4.3% were active at least once.
